Source: PubChem BioAssay (National Center for Advancing Translational Sciences (NCATS))
AmpC detergent: blocks E. coli AmpC beta-lactamase in detergent assay. P00811. AmpC hydrolysis of nitrocefin, absorbance 480 nm, 0.01% Triton. Potency, µM (doses to about 114 µM), for inactives: at the highest dose activity change, negative = inhibition, hits mostly inhibitors. hit rate 0.041% among 370,000. AID 485294;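 further: potency means the concentration at half of the fitted maximal effect; 0% = no-compound wells and -100% = no-enzyme wells; nearly all actives have a fitted effect of over 25% in size; some results filed as inactive show a strong effect at the top dose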
Target sequence (P00811 whole entry, looked up): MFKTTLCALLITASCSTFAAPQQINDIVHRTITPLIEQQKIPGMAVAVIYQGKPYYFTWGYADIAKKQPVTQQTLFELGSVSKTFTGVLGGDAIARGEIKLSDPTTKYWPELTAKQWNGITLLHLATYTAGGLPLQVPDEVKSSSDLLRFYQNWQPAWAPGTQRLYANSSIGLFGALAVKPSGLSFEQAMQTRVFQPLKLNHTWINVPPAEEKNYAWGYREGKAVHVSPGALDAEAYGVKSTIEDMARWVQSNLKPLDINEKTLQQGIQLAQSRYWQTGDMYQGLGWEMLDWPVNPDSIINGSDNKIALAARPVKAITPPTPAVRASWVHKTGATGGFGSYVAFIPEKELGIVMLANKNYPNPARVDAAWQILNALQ
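AmpC (5.3 nM in the dispensed reagent) in 20 mM phosphate pH 7.0 with 0.01% (detergent screen) or 0.0001% Triton X-100 was preincubated with compounds for 15 min at room temperature. Nitrocefin was then added from an 800 uM solution, and hydrolysis was followed at 480 nm.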
HCV inhibitor: inhibitors of hepatitis C virus infection; Huh7.5.1 HCVcc-Cre infection, luciferase reporter, 44 h; AID 651820; hit rate 3.4% among 340,000; Potency, µM (titrated, usually from 41.8 µM), for the others: at the top dose activity change, negative = inhibition, actives largely listed as inhibitors; further: potency means the concentration at half of the fitted maximal effect
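Compounds are dispensed onto cells plated 4 h earlier at 1,000 per well, with HCVcc-Cre virus (about 0.5 moi) added next. Following 44 h of culture, luminescent signal is measured for 15 sec after 15 min with substrate at room temperature.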
AMA1-RON2 inh: inhibitors of Plasmodium falciparum AMA1-RON2 interaction | AlphaScreen AMA1-biotinylated RON2 peptide binding | Potency, µM (highest dose often 58.2 µM), inactives show at the highest dose activity change, negative = inhibition, hits mostly inhibitors | hit rate 0.2% among 360,000 | AID 720542;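 further: potency means the concentration at half of the fitted maximal effect; 0% = vehicle wells and -100% = peptide control; nearly all actives have a fitted effect of over 45% in size; some results filed as inactive show a strong effect at the top dose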
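AMA1 (3D7) with his tag at 25 nM final met compounds first, then biotinylated RON2 peptide at 25 nM; detection used donor plus acceptor beads, 10 µg/mL apiece, read by AlphaScreen after 30 min at room temperature.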
Giardia FBPA inh: blocks Giardia fructose-bisphosphate aldolase activity. purified Giardia FBPA. hit rate 0.71% among 290,000. A8B2U2. Potency, µM (series often up to 59.6 µM), for the others: top-dose activity, negative = inhibition, hits mostly inhibitors. AID 2451; further: potency means the concentration at half of the fitted maximal effect; nearly all actives have a fitted effect of over 55% in size
Target sequence (A8B2U2 whole entry, looked up): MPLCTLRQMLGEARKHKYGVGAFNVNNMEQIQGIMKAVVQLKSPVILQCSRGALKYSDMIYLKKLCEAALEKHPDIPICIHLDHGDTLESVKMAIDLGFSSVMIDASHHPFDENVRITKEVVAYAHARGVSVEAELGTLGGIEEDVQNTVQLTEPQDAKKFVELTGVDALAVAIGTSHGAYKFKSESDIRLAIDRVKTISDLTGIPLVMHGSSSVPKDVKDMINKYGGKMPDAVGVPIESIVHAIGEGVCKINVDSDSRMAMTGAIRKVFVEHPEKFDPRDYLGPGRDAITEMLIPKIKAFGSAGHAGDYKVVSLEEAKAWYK
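Giardia FBPA (40 nM reagent) was preincubated 10 min at RT with compound (up to 57.5 uM final), then substrate plus GAPDH/TPI/NAD/arsenate coupling system with diaphorase/resazurin was added; resorufin fluorescence (525/598 nm) was read after 20 min.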
HCMV antiviral: blocks human cytomegalovirus replication; activity change, negative = inhibition, % at 57.5 µM; AID 1259415; hit rate 4.5% among 410,000; HFF cells, HCMV-luciferase reporter, 72 h; stronger effect = lower value; in the data active means activity change below about -60%; inconclusive means no clear call, values can overlap the other calls; inactive means above about -39%
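Screen run at 2 compound doses on HFFs infected with reporter HCMV, MOI 1 PFU/cell. Luciferase activity from cell lysates at 72 h post infection gave inhibition relative to buffer-only and Salinomycin wells.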
Sm TGR block: inhibitors of Schistosoma mansoni thioredoxin glutathione reductase. Q962Y6. purified TGR, DTNB reduction, TNB absorbance 405 nm. Potency, µM (series often up to 114 µM), for inactives: at the top dose activity change, negative = inhibition, hits mostly inhibitors. hit rate 3% among 360,000. AID 485364; further: potency means the concentration at half of the fitted maximal effect; nearly all actives have a fitted effect of over 60% in size
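Kinetic colorimetric format: TGR-catalysed, NADPH-driven DTNB reduction monitored via TNB absorbance. Enzyme dispensed at 20 nM; compound exposure 15 min at room temperature before reaction start.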
* hit, by the source's call; ? = inconclusive; · = no result given; [ ] = another dose, or the depositor's remark. Unless noted, the call rests on the fitted dose curve; in most records, active means well fitted curve in the direction sought with a large enough effect; inconclusive means small, poorly fitted or top-dose-only effect, or another doubt; inactive means no such curve, though single readings can be large; an effect the other way counts as inactive or inconclusive. Unless noted, on the % scale 0 is the no-effect control and ±100 the full control effect.

SMILES	AmpC detergent	HCV inhibitor	AMA1-RON2 inh	Giardia FBPA inh	HCMV antiviral	Sm TGR block
Cc1cc(C)cc(NC(=S)NC(=O)C2CC2)c1	-2.8%	?	10.9%	·	1.8	12.6µM*
O=C(OCC(=O)N1CCC(Cc2ccccc2)CC1)c1ccc(CO)cc1	?	?	-2.2%	·	71.7	-19.5%
C/C(=N/NS(=O)(=O)c1cc(C)ccc1C)c1c[nH]c2ccccc12	4.7%	-27.7%	-8.5%	·	?	-8.3%
CN1CCN(S(=O)(=O)c2cccc(C(=O)N(Cc3nnc(-c4ccccc4Cl)o3)C3CC3)c2)CC1	4.7%	13.2%	118.3%[activator]	·	-2.5	?
COc1ccc(OC)c(NC(=O)CCCSc2ccccc2)c1	3.0%	?	-23.6%	-9.5%	-25.3	-1.7%
COC(=O)c1c(NC(=O)CC2NCCNC2=O)sc2c1CCCC2 (stereo not given)	?	?	-2.8%	-3.8%	-33.6	0.4%
O=C1C2C3c4ccccc4C(c4ccccc43)[C@@H]2C(=O)N1c1cccnc1 (stereo not given in full)	-10.7%	8.4%	-0.2%	12.1%	-28.2	-2.2%
O=C(N/N=C/c1cccc([N+](=O)[O-])c1)c1cnccn1	-12.4%	3.6%	84.6%[activator]	-20.7%	-11.9	-5.5%
CCN(CC)CCN(Cc1cc2cc(C)cc(C)c2[nH]c1=O)C(=S)NCc1ccco1	-10.2%	0.9%	-6.3%	1.2%	?	-22.6%
CSc1ccc(CNc2ccccc2)cc1	-3.3%	·	·	-0.2%	·	0.4%
Cc1ccc(CN2CCC(CNC(=O)Nc3ccc(C)c(C)c3)C2)cc1 (stereo not given)	16.9%	·	·	·	-33.9	3.8%
NC(=O)c1nsc(C(=O)N(Cc2ccco2)C(C(=O)NCC2CCCO2)c2ccc(O)cc2)c1N (stereo not given)	-2.0%	-0.5%	-4.4%	11.2%	-21.5	-27.9%
O=C(N/N=C/C=C/c1ccco1)c1cccs1	-2.3%	-2.9%	66.9%[activator]	?	24.5	3.55µM*
O=C(Nc1ccccn1)C1CCN(S(=O)(=O)c2ccc3ccccc3c2)CC1	0.7%	-14.4%	-23.5%	·	-25.6	18.8%
Cc1ccc2nc(CSc3nnc(-c4ccco4)o3)cc(=O)n2c1	-6.7%	17.4%	4.3%	?	-21.4	0.0%
Cc1ccc(S(=O)(=O)N2CCN(C(=O)CN3CCOCC3)C2c2ccccc2)cc1 (stereo not given)	-13.3%	-9.1%	37.9%[activator]	7.5%	21.3	39.8µM*
CCOC(=O)c1ccc(/C=N/O)[n+](Cc2ccccc2)c1	?	-5.0%	15.6%	-14.3%	40.7	-5.2%
COC(=O)CN(c1ccc(OC)cc1)S(=O)(=O)c1c(C)noc1C	-5.8%	15.7%	5.0%	4.8%	-19.1	8.9%
O=C(COC(=O)c1ccccc1Nc1ccc(SC(F)F)cc1)NC1CC1	?	-28.8%	11.6%	-1.6%	-71.0*	-1.3%
O=C(CCC(=O)N(c1ccc(F)cc1)C(C(=O)NC1CCCC1)c1ccncc1)Nc1cccnc1 (stereo not given)	2.0%	8.4%	-1.6%	4.0%	10.7	-0.4%
Cc1ccc(S(=O)(=O)N2CCCCC2)cc1NC(=O)CCNC(=O)c1ccccc1	·	-8.3%	2.4%	·	2.7	·
CC1(C)CNC(=O)c2sc(NC(=O)c3ccccc3Cl)nc2C1	-0.8%	-16.2%	-0.9%	-7.2%	-29.2	14.0%
Cc1ccc(C(=O)N/C(=C/C=C\c2ccccc2)C(=O)NCc2ccco2)cc1	?	-3.3%	-9.2%	-1.9%	-17.0	?
COc1cc([N+](=O)[O-])ccc1NC(=O)Nn1cnnc1	-3.4%	-7.6%	11.1%	6.5%	11.4	-0.3%
CCCN(CCC)S(=O)(=O)c1ccc(C(=O)NNc2nc(-c3ccccc3)c3cc(Br)ccc3n2)cc1	-6.4%	-3.5%	28.7%	10.4%	-25.2	-3.2%

Quoted from the listing.
`Cc1cc(C)cc(NC(=S)NC(=O)C2CC2)c1` in AMA1-RON2 inh has 10.9%
`O=C(COC(=O)c1ccccc1Nc1ccc(SC(F)F)cc1)NC1CC1` in Sm TGR block has -1.3%

Next part
SMILES	AmpC detergent	HCV inhibitor	AMA1-RON2 inh	Giardia FBPA inh	HCMV antiviral	Sm TGR block
CN(CC(=O)NC1CCCC1)S(=O)(=O)c1cccc(Cl)c1	·	-1.7%	16.8%	·	-6.1	·
CC(C)CCn1nnnc1CN1CCN(c2ccc(F)cc2)CC1	1.1%	5.1%	?	0.5%	-102.3*	-1.7%
Cc1cc2c(n1-c1ccc(C(=O)NCc3ccc(OC(C)C)cc3)cc1)CCCC2	-3.5%	·	·	·	-98.6*	?
CCOc1ccc(CN(C)C(=O)CNC(=O)c2ccccc2)cc1	-3.1%	4.1%	23.8%	-1.6%	96.3	13.4%
CC(=O)OCC(=O)[C@@]1(O)CC[C@H]2[C@@H]3CCC4=CC(=O)C=C[C@]4(C)[C@@]3(Cl)[C@@H](Cl)C[C@@]21C	-2.6%	5.2%	-7.9%	2.2%	15.8	-11.3%
COc1ccc(N2CCN(Cc3nc4c(c(=O)[nH]c(=O)n4C)n3Cc3ccc(Cl)cc3)CC2)cc1	1.7%	·	·	·	-12.8	-14.2%
CCCC1(c2ccccc2)NC(=O)N(CC(=O)Nc2ccccc2C(F)(F)F)C1=O (stereo not given)	?	-6.0%	14.8%	2.2%	-24.2	-9.2%
CCN(Cc1ccncc1)C(=O)c1ccco1	-6.7%	7.0%	-16.4%	-8.8%	6.2	-8.4%
CCOC(=O)c1nc(NNC(C)=O)sc1C	-12.1%	32.1%[activator]	62.7%[activator]	-4.1%	13.6	8.4%
O=S(=O)(Nc1ccc(O)c(Sc2nc3ccccc3s2)c1)c1cccc2ccccc12	3.5%	?	-0.3%	-9.0%	69.0	3.6%
O=C(NCC1CCCO1)c1ccc(Cl)c(S(=O)(=O)N2CCCCC2)c1 (stereo not given)	-1.7%	-22.8%	3.0%	-14.9%	-27.7	-9.7%
CC(=O)Nc1cccc(C(=O)OCC(=O)Nc2c(C)nn(-c3ccccc3)c2C)c1	0.0%	0.9%	18.6%	·	-7.0	-15.6%
COc1ccccc1N1CCN(C(c2ccc(N(C)C)cc2)c2nnnn2CCc2ccccc2)CC1 (stereo not given)	?	15.9%	20µM*	-3.2%	33.7	39.8µM*
CCCN(CC(=O)Nc1ccccc1C)C(=O)c1ccc(C(=O)c2ccccc2)cc1	-0.6%	-3.9%	5.5%	·	?	-2.5%
Cc1onc(-c2ccccc2)c1C(=O)Nc1nc2c(s1)C(=O)CC(C)(C)C2	0.2%	9.5%	-6.1%	·	-28.4	-4.3%
CCc1cccc(C)c1NC(=O)C1CCN(S(=O)(=O)c2cc(Br)cc3c2N(C(C)=O)CC3)CC1	18.1%	·	·	·	9.0	9.0%
COc1ccc(N(CC(=O)N2CCN(c3ccccc3)CC2)S(=O)(=O)c2ccc(C)cc2)cc1	5.1%	-23.0%	32.7%	·	-14.5	-2.1%
Cc1cccc(NC(=O)C2CCN(S(=O)(=O)c3ccc4c(c3)NC(=O)CO4)CC2)c1	-7.1%	7.8%	5.3%	10.3%	-35.2	6.4%
c1ccc(C2CCC(N3CCNCC3)CC2)cc1 (stereo not given)	7.7%	-20.2%	9.1%	-0.4%	8.8	2.0%
CC1(c2ccccc2)CCC(=O)NC1 (stereo not given)	·	-3.0%	20.1%	·	4.6	·
Cc1ccc(C(=O)NCC(=O)OCC(=O)NC2CCS(=O)(=O)C2)cc1C (stereo not given)	?	-3.9%	-18.2%	3.2%	2.3	-9.7%
Cc1cccc(C(=O)NC(=S)Nc2ccc3[nH]c(=O)[nH]c3c2)c1	-8.2%	5.2%	65.6%[activator]	-1.8%	?	?
CCn1ncc(C(=O)Nc2ccc([N+](=O)[O-])cc2OC)c1C	·	-25.2%	0.7%	·	-0.8	·
CCN1CCN(S(=O)(=O)c2ccc(Cl)c(C(=O)Nc3ccccc3N3CCOCC3)c2)CC1	?	-9.6%	0.7%	·	-22.8	-11.6%
CC(=O)Nc1cnc(NC(=O)c2cccc(F)c2)cc1C	?	-1.6%	0.0%	-7.7%	25.3	-2.8%
CNC(=O)CSc1nnnn1-c1cc(C)ccc1C	-14.3%	5.9%	-3.0%	3.2%	-13.9	5.6%
COc1cc(NC(=O)Nc2cccc(-c3noc(C)n3)c2)cc(OC)c1OC	2.6%	·	·	·	-77.1*	-5.8%
N#C/C(=C/Nc1ccccc1C(=O)O)C(N)=O	-6.6%	9.0%	50.3%[activator]	-10.5%	0.0	0.8%
CCC(C)C(N)C(=O)NC(CCC(=O)OCc1ccccc1)C(N)=O (stereo not given)	-19.2%	15.0%	40.1%[activator]	-1.1%	-29.7	0.8%
Cc1cc(C)cc(NC(=O)Cn2c(=O)n(-c3ccc(C)c(C)c3)c(=O)c3oc4ccccc4c32)c1	-11.8%	·	·	·	-10.4	4.1%

Whole records, quoted from the list.
Cc1ccc(C(=O)NCC(=O)OCC(=O)NC2CCS(=O)(=O)C2)cc1C (stereo not given) reads AmpC detergent: ?; HCV inhibitor: -3.9%; AMA1-RON2 inh: -18.2%; Giardia FBPA inh: 3.2%; HCMV antiviral: 2.3; Sm TGR block: -9.7%
CC(=O)Nc1cnc(NC(=O)c2cccc(F)c2)cc1C reads AmpC detergent: ?; HCV inhibitor: -1.6%; AMA1-RON2 inh: 0.0%; Giardia FBPA inh: -7.7%; HCMV antiviral: 25.3; Sm TGR block: -2.8%
CCCC1(c2ccccc2)NC(=O)N(CC(=O)Nc2ccccc2C(F)(F)F)C1=O (stereo not given) reads AmpC detergent: ?; HCV inhibitor: -6.0%; AMA1-RON2 inh: 14.8%; Giardia FBPA inh: 2.2%; HCMV antiviral: -24.2; Sm TGR block: -9.2%
